# Kir21 block – Kir2.1 (mouse) channel inhibition; P35561; HEK293-Kir2.1, FluxOR thallium flux fluorescence; stronger effect = lower value; B-score at 10 µM; hit rate 0.85% among 310,000; AID 1672;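 active means fluorescence ratio B-score at or below minus 3 SD of library scores, with starting-brightness B-score within 2 SD, cut at about -4.2 in these data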;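 further: channel flux triggered by added potassium and thallium sulfate stimulus; B-score of peak minus minimum fluorescence over baseline after thallium stimulus; more negative B-score means stronger Kir2.1 block with less thallium influx; some compounds called inactive have numbers as strong as hits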
# Target sequence (P35561 whole entry, looked up): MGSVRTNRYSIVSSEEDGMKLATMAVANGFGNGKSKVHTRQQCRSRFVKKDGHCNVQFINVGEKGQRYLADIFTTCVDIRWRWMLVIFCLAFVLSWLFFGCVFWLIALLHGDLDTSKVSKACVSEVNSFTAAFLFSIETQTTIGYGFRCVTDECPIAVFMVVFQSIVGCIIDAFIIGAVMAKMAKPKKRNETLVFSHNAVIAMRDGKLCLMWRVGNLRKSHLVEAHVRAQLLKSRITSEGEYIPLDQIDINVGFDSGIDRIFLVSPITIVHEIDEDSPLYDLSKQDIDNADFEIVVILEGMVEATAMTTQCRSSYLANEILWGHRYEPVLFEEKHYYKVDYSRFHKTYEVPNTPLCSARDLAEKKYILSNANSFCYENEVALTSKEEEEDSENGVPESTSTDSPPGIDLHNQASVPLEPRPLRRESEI
# KCNQ2 block – KCNQ2 potassium channel inhibitors, primary screen, cell-based, CHO-K1, FluxOR thallium flux, B-score (AID 2156); B-score at 10 µM; hit rate 1.1% among 310,000; 20 min; stronger effect = lower value; O88943;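 active means fluorescence ratio B-score at most minus 3 library SDs, with starting brightness B-score within 2 library SDs, cut at about -5.5 in these data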
# Starred values were filed as active, the others as inactive; i = inactive; & = joins results of further samples.
# Screens in order – Kir21 block, KCNQ2 block
CC(C)C[C@H](NC(=O)N1CC(=O)Nc2ccccc21)C(=O)N[C@@H](Cc1c[nH]c2ccccc12)C(=O)O
    0.54, i
NC(=O)C1(N2CCCCC2)CCN(Cc2nc3ccccc3c(=O)[nH]2)CC1
    1.44, i
CN(C)S(=O)(=O)N1CCN(Cc2ccccc2)CC1
    1.1, i
CCC1(CC)C(=O)C2=C3C1[C@H](C(=O)OC)CC(C(=O)OC)C[C@H]3[C@H]1C(=O)N(c3ccccc3)C(=O)[C@H]1[C@H]2C (stereo partly specified)
    -0.12, i
CCc1ccc(NC(=O)Cn2nc(C)c([N+](=O)[O-])c2C)cc1
    1.3, i
CSc1nccc(Oc2ccccc2Cl)n1
    1.54, i
CCCCc1ccc(-c2ccc(Br)cc2O)nc1
    -1.67, i
C=C1CCN(C(C)C(=O)OC)S(=O)(=O)c2ccccc21 (stereo unspecified)
    -1.76, i
COC(=O)CC1=C(C(=O)OC)C(c2ccc3c(c2)OCO3)C(C#N)=C(N)O1 (stereo unspecified)
    -0.15, i
C=CCOC(=O)C1=C[C@H](C2CCCCC2)C[C@H](OCc2ccc(CO)cc2)O1
    -1.83, i
CCOc1ccc(N(CC(=O)NCC2CCCO2)C(=O)CCC(=O)Nc2nccs2)cc1 (stereo unspecified)
    -2.02, i
COc1ccc(NC(=O)CO/N=C2\CCCc3nonc32)cc1
    0.73, i
CC(O)COc1ccc(/C(=N/O)c2ccccc2)cc1 (stereo unspecified)
    -0.9, i
CCCCNC(=O)N1CCCC(N(C)CCc2ccc(OC)c(OC)c2)C1 (stereo unspecified)
    0.72, i
CCCCCN(C(=O)CCC(=O)OCc1ccc(C(C)C)cc1)c1c(N)n(CCCC)c(=O)[nH]c1=O
    -0.83, i
CCOC(=O)c1nnn(-c2ccc([N+](=O)[O-])cc2[N+](=O)[O-])c1C
    0.02, i
Cc1ccc(S(=O)(=O)C(F)(F)F)cc1NC(=O)c1cccnc1
    0.33, i
COc1ccc(C)cc1Nc1n[n+](C)c(-c2c3ccccc3cc3ccccc23)s1
    -0.86, i
CN(C)c1ccc(/C=C/C(=O)c2cc(Cl)ccc2O)cc1
    0.21, i
CCOc1ccc(NC(=O)CCS(=O)(=O)c2ccc(Br)cc2)cc1
    -0.11, i
COc1ccc(-c2oc3cc(O)c(OC)c(O)c3c(=O)c2OC)cc1
    0, i
CCC(C)OC(=O)C1=C(C)NC(=O)NC1c1ccc(F)cc1 (stereo unspecified)
    1.04, i
CC(C)(C)SCCNC(=O)c1ccc(NS(C)(=O)=O)cc1
    0.04, i
COc1ccccc1NS(=O)(=O)c1cccc(NC(=O)NCCCl)c1
    -0.33, i
CCN(CC)CCCN(Cc1cc2cc3c(cc2[nH]c1=O)OCO3)C(=S)Nc1ccccc1OC
    0.11, i
O=S(=O)(/N=C(/NNS(=O)(=O)c1ccccc1)c1ccccc1)c1ccccc1
    -0.5, i
O=C(O)c1ccc(COc2ccc(CO)cc2Cl)cc1
    -1.8, i
O=C(N/N=C/c1ccccn1)c1ccccc1
    -0.43, i
CCC(=C(c1ccc(OC)cc1)c1ccc(OC)cc1)c1cn(CC(O)CN(CCO)CCO)c2ccccc12 (stereo unspecified)
    0.53, i
COc1ccc(/C=C/C(=O)NCCN=C2NS(=O)(=O)c3ccccc32)cc1
    0.08, i
COc1ccc(NC(=O)CN(c2ccc(F)cc2)S(=O)(=O)c2ccccc2)c(OC)c1
    0.08, i
COc1cccc(/C=N/NC(=O)c2c(C)nc3ccc(Cl)cn23)c1OC
    -0.02, i
CC1CCCN(C(=O)CSc2nnc(-c3c[nH]c4ccccc34)o2)C1 (stereo unspecified)
    0.01, i
CCCC(=O)Nc1nc(C)c(-c2csc(Nc3cc(OC)ccc3OC)n2)s1
    0.8, i
O=C(Nc1cccc([N+](=O)[O-])c1)Nc1ccc(Cl)cn1
    -0.43, i
CCCc1nn(C)c(C(N)=O)c1[N+](=O)[O-]
    0, i
Cc1cc(C)c2sc(N(CCCN(C)C)C(=O)c3ccc(Br)s3)nc2c1
    -4.01, i
O=C(Nc1ccc(OC(F)(F)F)cc1)C1CCCN(S(=O)(=O)c2cccnc2)C1 (stereo unspecified)
    1.33, i
COc1cc(O)sc1C=Nc1ccc(Cl)cc1
    0.02, i
Cc1ccc(NC(=O)CSc2n[nH]c(C)c2[N+](=O)[O-])cc1
    0.87, i
O=C(CN1C(=O)COc2ccccc21)NCCCN1CCCC1
    -0.03, i
CC1(C)OC(=O)C2(Cc3ccccc3N3CCCCC32)C(=O)O1 (stereo unspecified)
    -0.98, i
CC(=O)Nc1ccc(-c2nc3ccccc3o2)cc1
    -0.03, i
CC(C(=O)Nc1ccc(N2CCOCC2)cc1)N1C(=O)c2ccccc2C1=O (stereo unspecified)
    0.5, i
O=C(NCc1cccs1)C1CCC(CNS(=O)(=O)c2ccccc2)CC1 (stereo unspecified)
    -0.27, i
CCOC(=O)N1CCN(c2ccc([N+](=O)[O-])cc2F)CC1C (stereo unspecified)
    -0.08, i
COC(=O)c1cc(NS(=O)(=O)c2ccc(N3CCOCC3)c(N)c2)cc(C(=O)OC)c1
    -0.07, i
Cn1c(=O)c2c(nc(CN3CCC(C(N)=O)CC3)n2CCCc2ccccc2)n(C)c1=O
    -1.2, i
O=C(c1cnn2c(C(F)F)cc(-c3ccccc3)nc12)N1CCc2ccccc21
    -1.35, i
O=C(Nc1nnc(-c2ccccc2Cl)s1)C1CCN(S(=O)(=O)c2ccc(Cl)cc2)CC1
    0.6, i
COc1ccc(CNC(=O)C(OC(=O)c2nsc(Cl)c2Cl)C(C)C)cc1 (stereo unspecified)
    -1.22, i
O=C(Nc1ccn(C2CC(OC(=O)c3ccccc3)C(CO)O2)c(=O)n1)c1ccccc1 (stereo unspecified)
    -1.72, i
CCn1c(/C=C/c2ccccc2Cl)nc2ccccc2c1=O
    -0.41, i
CCOc1ccc(S(=O)(=O)Nc2nc3ccccc3nc2N2CCN(C)CC2)cc1
    1.33, i
CC(C)CC(=O)Nc1nc2ccc(S(C)(=O)=O)cc2s1
    -0.97, i
CCOC(=O)N1CCN(C(=O)CS(=O)Cc2nc(-c3cccc(C)c3)oc2C)CC1 (stereo unspecified)
    1.72, i
COc1ccc(Nc2nc3c(C)cccn3c(=O)c2C=NCc2ccccc2)cc1
    1.98, i
CCOC(=O)N1CCN(C(=O)C(=O)N/N=C/c2ccc(OC)cc2OC)CC1
    -0.97, i
O=C(Nc1ccccc1N1CCCCC1)c1ccccc1F
    0.11, i
CC(C)Cn1c([N+](=O)[O-])nc2c1c(=O)[nH]c(=O)n2C
    -1.42, i

# Next part; it opens with the 3 that closed the last part.
# Screens in order – Kir21 block, KCNQ2 block
CCOC(=O)N1CCN(C(=O)C(=O)N/N=C/c2ccc(OC)cc2OC)CC1
    -0.97, i
O=C(Nc1ccccc1N1CCCCC1)c1ccccc1F
    0.11, i
CC(C)Cn1c([N+](=O)[O-])nc2c1c(=O)[nH]c(=O)n2C
    -1.42, i
Cc1ccc(C(=O)N/C(=C\c2ccco2)C(=O)NCCc2c[nH]c3ccccc23)cc1
    0.13, i
CCOc1cc(/C=C/c2ccc3cccc([N+](=O)[O-])c3n2)cc(Cl)c1O
    -0.23, i
CCc1ccccc1NC(=O)CNC(=O)c1ccccc1OCc1c(C)noc1C
    -0.28, i
O=C1c2ccccc2C(=O)c2c1ccc1c(=O)n(-c3ccccc3)[nH]c21
    -0.41, i
O=c1[nH]c(-c2ccccc2)cs1
    0.61, i
O=C(NCc1ccccc1Cl)c1cc2c(s1)CS(=O)(=O)C2
    -0.17, i
O=C(COC(=O)Cc1ccc(Br)cc1)NC12CC3CC(CC(C3)C1)C2
    2.02, i
O=C(NCc1ccccn1)C(=O)N/N=C/c1ccccc1O
    0.7, i
CCN1CCN(c2ccc(NC(=O)c3ccco3)cc2)CC1
    0.85, i
CC1(c2nnc(-c3ccc(F)cc3)o2)CC(c2ccncc2)=NO1 (stereo unspecified)
    0.57, i
CCOC(=O)C1=C(c2ccccc2)NC(=O)NC1c1cc(OCC)c(O)c([N+](=O)[O-])c1 (stereo unspecified)
    1.79, i
CC(C)C(NS(=O)(=O)c1ccccc1)C(=O)N1CCCCCC1 (stereo unspecified)
    -0.38, i
O=C(CCS(=O)(=O)Cc1ccccc1)Nc1nc2c(s1)CCCC2
    0.97, i
O=C(c1ccc(S(=O)(=O)Nc2ccccc2)cc1)N1CCOCC1
    -0.9, i
CN(C)C(CNC(=O)C1CCN(C(=O)/C=C/c2ccccc2)CC1)c1ccccc1 (stereo unspecified)
    0.56, i
CC(C)c1ccc(NC(=O)CSC(C)c2nc3ccccc3c(=O)[nH]2)cc1 (stereo unspecified)
    -1.37, i
O=C(OCC(=O)N1CCN(C(=O)c2ccco2)CC1)c1ccccc1OCc1ccc(Cl)cc1
    0.07, i
O=C(O)c1cc2ccc3ccccc3c2[nH]1
    1.66, i
CC(=O)N(O)CCCCCNC(=O)CCC(=O)N(O)CCCCCNC(=O)CCC(=O)N(O)CCCCCN
    0.4, i
c1ccc2c(c1)cnc1ccccc12
    -3&0, i
CCOc1cccc(/C=N/NC(=O)CC2C(=O)NN=C2C)c1O (stereo unspecified)
    -0.81, i
C=CCn1c(C2CC2)n[nH]c1=S
    -0.2, i
O=C1CSc2ccc(S(=O)(=O)NCc3ccc(Cl)cc3)cc2N1
    -0.61, i
O=C(NCc1ccccc1Cl)C1CCN(c2cnccn2)CC1
    -0.15, i
CC(=O)c1ccccc1C(=O)N1CCC(n2nccc2NC(=O)C2CC2)CC1
    -0.19, i
Cc1nnc(SCC(=O)NC(C)(C)C)n1NCc1cccc(Br)c1
    0.09, i
CCOc1cc(S(=O)(=O)N2CCN(C(=O)c3ccco3)CC2)ccc1F
    -0.05, i
O=C(c1cccc(C(F)(F)F)c1)C1CCCN(Cc2cccn2-c2ncccn2)C1 (stereo unspecified)
    -1.07, i
Nc1nc(SCC(=O)NCCC(c2ccccc2)c2ccccc2)n[nH]1
    -2.5, i
O=C(O)C1CC(=O)N(CCOc2ccccc2)C1 (stereo unspecified)
    -3.04, i

# Going on with the list.
Molecule | Kir21 block | KCNQ2 block
CCOc1ccc(Br)cc1S(=O)(=O)NCCN1CCCC1 | -0.58 | i
C=CCn1c(SCC(=O)Nc2ncc(Cc3cc(Cl)ccc3Cl)s2)nnc1-c1ccncc1 | 0.07 | i
CCCC(=O)N1CCN(c2ccc(NC(=S)NC(=O)c3cccc(C)c3)cc2)CC1 | 0.15 | i
Nc1ccc(S(=O)(=O)NC2(C(F)(F)F)NC(=O)N(Cc3ccccc3)C2=O)cc1 (stereo unspecified) | 1.86 | i
Oc1cccc2ccc(/C=C/c3c(F)cccc3Cl)nc12 | -0.72 | i
Cc1cc(Cl)nc2ccc(Cc3ccc4nc(Cl)cc(C)c4c3)cc12 | -0.1 | i
COc1ccc(C(C)=O)cc1CN1C(=O)NC2(CCCCC2)C1=O | -2.64 | i
Oc1c(C=NCc2ccccc2)sc2ccccc12 | 0.82 | i
COc1cccc(CC2(CO)CCN(Cc3ccc4cccc(F)c4n3)CC2)c1 | -0.27 | i
CCC(=O)Nc1ccc(C(=O)CSc2nnc(-c3ccccc3F)n2C2CC2)cc1 | 0.7 | i
O=C(NC1CCCC1)C1CCN(C(=O)c2cc(Cl)ccc2Cl)CC1 | 0.34 | i
Clc1ccc(Oc2cnc3ccccc3n2)cc1 | 1.47 | i
O=C(O)C1Cc2ccccc2CN1C(=O)COc1ccc(Cl)cc1 (stereo unspecified) | -0.26 | i
Cc1nc2nc(Cc3ccccc3)[nH]n2c(=O)c1Cl | -0.74 | i
Cc1cc(-n2c(C)cc(C(=O)COc3ccc4ccc(=O)oc4c3)c2C)no1 | 0.69 | i
Cc1nc2ccccc2n1Cc1ccccc1Br | -0.14 | i
CC(C)(C)c1ccc(-c2nnc(SCCC#N)n2C2CCCC2)cc1 | 0.5 | -8.48*
CCN(CC(=O)NCc1ccc2c(c1)OCO2)S(=O)(=O)c1ccc(F)cc1 | -0.11 | i
CCOC1CCc2c(C)nc(N)nc2S1 (stereo unspecified) | 0.17 | i
[O-][n+]1onc2c3cc(-c4ccccc4)nnc3ccc21 | -0.06 | i

# Ordered by count of non-hydrogen atoms (largest number first): four of the compounds above.
Molecule | Kir21 block | KCNQ2 block
CCCC(=O)N1CCN(c2ccc(NC(=S)NC(=O)c3cccc(C)c3)cc2)CC1 | 0.15 | i
COc1cccc(CC2(CO)CCN(Cc3ccc4cccc(F)c4n3)CC2)c1 | -0.27 | i
CC(C)(C)c1ccc(-c2nnc(SCCC#N)n2C2CCCC2)cc1 | 0.5 | -8.48*
CCOc1ccc(Br)cc1S(=O)(=O)NCCN1CCCC1 | -0.58 | i

# (listing goes on)
Molecule | Kir21 block | KCNQ2 block
Cc1cc(OCC(O)CN2CCCC2)cc(C)c1Cl (stereo unspecified) | -0.12 | i
CCOc1ccc(NC(=O)c2cc(SC)ccc2Cl)cc1 | -0.64 | i
Cc1ccc(NC(=O)COC(=O)c2ccc(=O)n(Cc3ccccc3)n2)cc1F | -0.03 | i
CC1CCN(c2ccc([N+](=O)[O-])cc2C(=O)NCC2CCCO2)CC1 (stereo unspecified) | 0.72 | i
Cc1nnc(Nc2ccc3c(c2)OCO3)c2ccccc12 | 1.59 | i
COC(=O)c1cc(-c2ccc(Br)cc2)on1 | 1.32 | i
COc1ccc(/C(N)=N/OC(=O)Cc2ccc(OC)c(OC)c2)cc1 | 0.94 | i
O=c1[nH]c(C2CCN(S(=O)(=O)c3cccc([N+](=O)[O-])c3)CC2)nc2c1nnn2Cc1ccccc1 | 0.08 | i
O=C(NC1CCCCC1)C(c1ccccn1)N(C(=O)c1csnn1)C1CCCCC1 (stereo unspecified) | 0.43 | i
COc1ccc(CCCNC(=O)C2CCC(=O)N(CC3CCCCC3)C2)cc1 (stereo unspecified) | 1.35 | i

# Assay outcomes deposited in PubChem by Johns Hopkins Ion Channel Center.

# Compounds as they come. About 1.8% of those tested had a hit in this group.
